XiGFP reactiv: activators of inactive X chromosome reactivation, primary screen, imaging, XiGFP fibroblasts, GFP high-content imaging, set 2. 360,000 compounds, 0.055% hits. activation, % at 7.58 µM. XiGFP mouse fibroblasts, % GFP-positive cells imaging, 3 d; cells co-treated with 5-aza-dC sensitizer; scaled so ellipticine positive control = 100%;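 active means mean normalized replicate activation at least 10% and every replicate at or above 10%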;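 further: 0% = median of on-plate neutral control wells and 100% = ellipticine 6 µM median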
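assay system = SV40-immortalized XiGFP fibroblast cells, line 68-5-11 | buffer or medium = DMEM plus 5-aza-dC sensitizer | doses = single-point pinned compound dosing | times = 3-day compound exposure, then 15 min fixation at room temperature | benchmarks = positive control ellipticine, 6 µM final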
esBAF inh: Bmi1 luciferase reporter increase in mESCs, primary screen, esBAF inhibitor project, mouse ES cells, Bmi1 luciferase knock-in, single point; 24 h; 100% = twice the neutral-well signal; reporter increase, % at 12.5 µM; 350,000 compounds, 2% hits; AID 602393, 2012; in the data active means activation above about 40%;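 further: 0% = median of the plate's neutral control wells and 100% = double that signal; a rise in the Bmi1 reporter signal indicates esBAF inhibition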
FN deposit inh: inhibitors of fibronectin matrix deposition, primary screen, AH1F cells, Alexa488-fibronectin fluorescence, plate reader; AID 743247, 2014; 350,000 compounds, 0.086% hits; inhibition, % at 12.6 µM; AH1F fibroblasts, overnight;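 active means mean inhibition across replicates of 30% or more, regardless of how many single replicates reach that level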;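 further: positive control wells lacked labelled fibronectin entirely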
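material = AH1F fibroblast monolayer depositing Alexa488-labelled fibronectin into matrix | amount = 10000 AH1F cells/well | buffer or medium = DMEM plus 2% serum, read in PBS | incubation = 1 h cell adhesion before compound, then overnight fibronectin incubation | detection = fluorescence at 485 nm excitation, 525 nm emission | evaluation = percent inhibition as loss of matrix-bound fibronectin fluorescence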
E-selectin induc: E-selectin induction in HUVECs, primary screen, imaging, HUVEC, immunofluorescence imaging, single point | normalized: neutral wells 0, TNF-alpha wells 100 | activation, % at 7.58 µM | 260,000 compounds, 0.37% hits | AID 686992, 2013;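 active means mean E-selectin-positive cell signal at least 10% of the positive control, reached in at least 60% of replicates, without over 20% cell loss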;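 further: in these data hits start at about 27%; measured in HUVEC primary endothelial cells; signal is the percent of cells scored E-selectin positive by PE staining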
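Assay system: HUVEC primary endothelial cells. Input: 3,000 HUVEC seeded per well. Doses: one compound dose added by pin transfer. Read-out basis: % PE-positive cells. Benchmarks: TNF-alpha high, DMSO low. Detection: immunofluorescence imaging. Buffer or medium: EGM-2, gelatin.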
RAD52 inh: RAD52 DNA annealing inhibitors, primary screen, biochemical, FRET, single point, set 2; DNA repair protein RAD52 homolog (Homo sapiens), P43351; recombinant RAD52 DNA annealing, FRET fluorescence; inhibition, % at 18.7 µM; 360,000 compounds, 0.46% hits; AID 651710, 2012;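 active means every replicate showing at least 50% inhibition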
Target sequence (P43351 whole entry, looked up): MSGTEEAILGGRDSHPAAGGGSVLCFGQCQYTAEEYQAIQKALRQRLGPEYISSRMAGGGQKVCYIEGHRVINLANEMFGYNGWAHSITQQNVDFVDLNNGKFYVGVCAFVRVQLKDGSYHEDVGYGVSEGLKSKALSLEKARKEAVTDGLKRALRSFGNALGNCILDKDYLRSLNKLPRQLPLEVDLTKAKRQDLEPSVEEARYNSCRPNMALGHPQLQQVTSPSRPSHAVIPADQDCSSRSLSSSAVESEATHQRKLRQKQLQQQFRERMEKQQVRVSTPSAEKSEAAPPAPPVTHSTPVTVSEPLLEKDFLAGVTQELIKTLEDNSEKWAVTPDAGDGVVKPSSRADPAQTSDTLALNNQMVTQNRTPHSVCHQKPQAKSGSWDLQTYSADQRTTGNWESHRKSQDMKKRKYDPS
RAD54 branch: inhibitors of human RAD54 branch migration, primary screen, biochemical, fluorescence, single point. 360,000 compounds, 0.14% hits. RAD54 Holliday junction branch migration, FAM/BHQ fluorescence. AID 602329, 2012. DNA repair and recombination protein RAD54-like (Homo sapiens), Q92698. inhibition, % at 10.4 µM;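 active means mean normalized replicate activity at least 40 and at least half of replicates scoring 40 or more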;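 further: 0% = median of neutral control wells and 100% = median of positive control wells; inhibitors cause a drop in the FAM fluorescence signal; in these data hits start at about 50%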
EWS-Fli inh: EWS/Fli-driven NR0B1 reporter inhibitors, primary screen, A673 cells, NR0B1 luciferase, luminescence, MLPCN library | viability-normalised | inhibition, % at 12.6 µM | 350,000 compounds, 0.67% hits;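 active means mean inhibition of at least 50% after viability correction, with every replicate also passing that limit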;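 further: firefly luciferase signal divided by Alamar Blue viability fluorescence both relative to DMSO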
S100A4 MyoIIA: inhibitors of S100A4-myosin IIA peptide binding, primary screen, biochemical, fluorescence polarization, TAMRA-MyoIIA peptide | 360,000 compounds, 0.14% hits | inhibition, % at 10.7 µM | AID 652163, 2013 | Protein S100-A4 (Homo sapiens), P26447;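 active means mean inhibition of at least 70% across replicates, with every replicate also reaching that level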
Target sequence (P26447 whole entry, looked up): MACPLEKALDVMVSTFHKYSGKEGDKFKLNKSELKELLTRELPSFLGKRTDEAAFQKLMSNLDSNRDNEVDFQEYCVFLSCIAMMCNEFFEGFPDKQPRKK
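Compound dosing: one dose per compound; test system: human S100A4 monomer with TAMRA-labelled myosin IIA peptide; probe or stimulus: TAMRA-labelled myosin IIA heavy-chain peptide probe, 5 nM; medium: HEPES buffer with Ca2+, pH 7.2; schedule: 5 min incubation before reading; benchmarks: neutral control DMSO, positive control TFP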
An asterisk follows results filed as active; / = no result given.

SMILES | XiGFP reactiv | esBAF inh | FN deposit inh | E-selectin induc | RAD52 inh | RAD54 branch | EWS-Fli inh | S100A4 MyoIIA
Cc1noc(C)c1S(=O)(=O)N(C)C[C@@H]1Oc2ccc(NS(=O)(=O)c3ccc(Cl)cc3)cc2C(=O)N([C@H](C)CO)C[C@@H]1C | 0.1 | -1 | / | -0.2 | -8 | -7 | 4 | -1
Cc1ccc(CNc2nc(-c3cccnc3)nc3ccccc23)cc1 | 0.3 | 0 | 15 | / | -53 | -3 | 22 | -18
CO[C@@H]1CN(C)C(=O)c2ccc(NC(=O)C3CCOCC3)cc2OC[C@@H](C)N(S(=O)(=O)c2ccc(Cl)cc2)C[C@H]1C | 0.1 | 3 | -11 | 0.1 | -8 | -5 | 17 | 3
CC(CNC(=O)[C@H]1O[C@@H](n2cnc3c(=O)[nH]c(N)nc32)[C@H](O)[C@@H]1O)c1ccccc1 (stereo not given in full) | 0.2 | / | 7 | -0.2 | -2 | / | -10 | -3
C[C@@H]1CN([C@H](C)CO)C(=O)c2cc(NS(C)(=O)=O)ccc2O[C@@H](C)CCCCO[C@H]1CN(C)S(=O)(=O)c1ccccc1 | 0.1 | 3 | / | 0.3 | 0 | -34 | 0 | 8
Cc1ccc2[nH]cc(CCNC(=O)c3ccco3)c2c1 | 0.5 | 2 | 10 | / | -14 | 0 | -1 | -7
CC(=O)Nc1ccc(S(=O)(=O)NCc2nc(-c3ccccc3Cl)no2)cc1 | 0.1 | -3 | 9 | / | -17 | 0 | -3 | -9
Cc1cccc(-c2ccc([C@H]3[C@H](CO)N4C(=O)CN(C(=O)c5ccccc5)C[C@@H]34)cc2)c1 | 0.6 | / | / | 0.3 | 4 | / | 3 | 0
O=C(NCCN1CCOCC1)c1cc(Sc2cccc(Cl)c2)nc2ccccc12 | -0.1 | / | 7 | 0.0 | / | -1 | / | /
Cc1cc(C)c2sc(N(CCCN(C)C)C(=O)c3ccc(Br)s3)nc2c1 | 0.7 | -6 | -12 | -0.1 | 58* | 6 | 7 | -3
COC(=O)c1ccc(COc2ccc(/C=N/Nc3nc(C)cc(=O)[nH]3)cc2)cc1 | 0.1 | 12 | -4 | -0.3 | -4 | -18 | -2 | -2
C[C@@H]1CN([C@@H](C)CO)C(=O)c2cc(NS(=O)(=O)c3ccccc3)ccc2O[C@H]1CN(C)S(=O)(=O)c1ccc(Cl)cc1 | -0.4 | 12 | / | -0.3 | / | / | 6 | /
Cc1ccc(C)c(NC(=O)CSc2nnc(-c3ccccc3)o2)c1 | 0.2 | 5 | 8 | 0.1 | -9 | 4 | -4 | -2
Cc1ccc(S(=O)(=O)Nc2ccc3c(c2)C(=O)N([C@@H](C)CO)C[C@H](C)[C@@H](CN(C)C(=O)Nc2ccc(C(F)(F)F)cc2)OCCCC[C@H](C)O3)cc1 | 0.1 | -2 | -6 | 0.0 | -11 | 2 | 12 | 0
CCC(=O)OCC(=O)c1cc(C)n(-c2ccc(Br)cc2)c1C | 0.0 | -2 | -11 | -0.2 | -10 | 8 | -1 | 2
COc1ccc(NC(=O)Nc2ccc3c(c2)[C@@H]2C[C@@H](CC(=O)NCCc4ccccc4)O[C@H](CO)[C@@H]2O3)cc1 | 0.1 | 8 | / | 3.6 | 4 | -2 | 1 | 2
CCC(CC)C(=O)NCCc1cc2ccc(C)cc2[nH]c1=O | -0.1 | -2 | 7 | 0.1 | -24 | 13 | 1 | -2
COc1ccc(CCNC(=O)CCCOc2cccc(C)c2C)cc1OC | 2.1 | 1 | -17 | -0.1 | -19 | / | 10 | -5
Cc1cc(=O)[nH]c(/N=C(\N)Nc2ccc(SC(F)F)cc2)n1 | 0.0 | -9 | 15 | 5.3 | -6 | -5 | -5 | -3
C[C@@H]1CN([C@H](C)CO)C(=O)c2cc(NC(=O)NC3CCCCC3)ccc2O[C@@H](C)CCCCO[C@H]1CN(C)Cc1ccc(C(F)(F)F)cc1 | 0.2 | -31 | / | 0.1 | -9 | 1 | -25 | -13

Filtered by structure: the entries above containing bromine (2)
SMILES | XiGFP reactiv | esBAF inh | FN deposit inh | E-selectin induc | RAD52 inh | RAD54 branch | EWS-Fli inh | S100A4 MyoIIA
Cc1cc(C)c2sc(N(CCCN(C)C)C(=O)c3ccc(Br)s3)nc2c1 | 0.7 | -6 | -12 | -0.1 | 58* | 6 | 7 | -3
CCC(=O)OCC(=O)c1cc(C)n(-c2ccc(Br)cc2)c1C | 0.0 | -2 | -11 | -0.2 | -10 | 8 | -1 | 2

More results:
SMILES | XiGFP reactiv | esBAF inh | FN deposit inh | E-selectin induc | RAD52 inh | RAD54 branch | EWS-Fli inh | S100A4 MyoIIA
Cc1cc(C)c2c(CN3CCC(C)CC3)cc(=O)oc2c1 | 0.0 | 26 | 0 | -0.1 | 1 | -1 | -44 | -15
CC(C)c1cn(CC[C@H]2CC[C@H](NC(=O)c3cccc(F)c3)[C@@H](CO)O2)nn1 | 0.6 | 3 | 3 | -0.4 | 8 | -5 | 0 | 6
O=C(O)c1cnn(-c2ccccc2)c1-n1cccc1 | -0.1 | 5 | -2 | 0.1 | -9 | 0 | 2 | 1
C[C@H]1CN([C@@H](C)CO)C(=O)c2cc(C#CCN(C)C)cnc2O[C@H]1CN(C)C(=O)c1cccc(F)c1 | -0.3 | -3 | -3 | -0.1 | -8 | 10 | -10 | 2
COCCCNC(=O)C1CCC(CNS(=O)(=O)c2ccc(OC)cc2)CC1 (stereo not given) | -0.1 | 1 | 0 | 0.0 | -5 | 0 | 26 | -3
CCN(CC(O)c1cccc(O)c1)C(=O)C12CC3CC(CC(C3)C1)C2 (stereo not given) | 0.2 | 9 | -3 | / | -40 | -12 | 7 | -19
Cc1ccc(C2(C)NC(=O)N(CC(=O)Nc3ccc(Cl)c(S(=O)(=O)N4CCCCC4)c3)C2=O)cc1 (stereo not given) | -0.1 | 1 | -7 | 0.9 | -89 | 4 | 11 | 13
CCCCCn1c(=O)[nH]c2cc(C(=O)NCCCN(C)Cc3ccccc3)ccc2c1=O | -0.2 | 7 | 4 | -0.4 | -10 | 1 | 8 | -4
Cc1ccc(NC(=O)/C(=C/c2ccc([N+](=O)[O-])cc2)NC(=O)c2ccccc2)cc1 | 0.0 | / | -8 | 6.7 | -3 | / | 14 | 1
COc1cccc(-c2c(C(=O)N/N=C/c3sccc3C)nnn2-c2nonc2N)c1 | 0.1 | -12 | 1 | / | -18 | -6 | -16 | -7

Compound profiles (already shown):
Profile of `COCCCNC(=O)C1CCC(CNS(=O)(=O)c2ccc(OC)cc2)CC1` (stereo not given) = XiGFP reactiv = -0.1; esBAF inh = 1; FN deposit inh = 0; E-selectin induc = 0.0; RAD52 inh = -5; RAD54 branch = 0; EWS-Fli inh = 26; S100A4 MyoIIA = -3
Profile of `CCCCCn1c(=O)[nH]c2cc(C(=O)NCCCN(C)Cc3ccccc3)ccc2c1=O` = XiGFP reactiv = -0.2; esBAF inh = 7; FN deposit inh = 4; E-selectin induc = -0.4; RAD52 inh = -10; RAD54 branch = 1; EWS-Fli inh = 8; S100A4 MyoIIA = -4

Continued.
SMILES | XiGFP reactiv | esBAF inh | FN deposit inh | E-selectin induc | RAD52 inh | RAD54 branch | EWS-Fli inh | S100A4 MyoIIA
O=C(Nc1ccc(C(F)(F)F)cc1)N[C@@H]1C=C[C@@H](CC(=O)N2CCCCC2)O[C@@H]1CO | 0.3 | 1 | -50 | -0.1 | 13 | 7 | -3 | -3
Cc1c(O)ccc2c(CC(=O)N[C@@H](Cc3ccccc3)C(=O)O)cc(=O)oc12 | 0.0 | -2 | -8 | / | -17 | -8 | 15 | 19
CCOCCCn1c(SCC(=O)NC2CCCC2)nc2ccccc2c1=O | 0.1 | -4 | -5 | / | -3 | -4 | 1 | -1
COc1ccc(NC(=O)N(C)C[C@H]2OCCCC[C@@H](C)Oc3ccc(NS(=O)(=O)c4c(C)noc4C)cc3C(=O)N([C@@H](C)CO)C[C@H]2C)cc1 | 0.1 | 9 | / | 0.1 | / | -2 | 7 | /
CSc1ccccc1NC(=O)CN1CCN(S(=O)(=O)c2ccccc2[N+](=O)[O-])CC1 | 0.1 | -2 | 7 | -1.0 | -17 | -3 | 2 | -10
COc1ccc(S(=O)(=O)N(C)C[C@@H]2Oc3ccc(NS(=O)(=O)c4ccc(F)cc4)cc3CC(=O)N([C@@H](C)CO)C[C@H]2C)cc1 | -1.0 | 11 | / | -0.5 | -3 | / | 7 | -8
COc1ccc(S(=O)(=O)N(C)C[C@@H]2Oc3ccc(N(C)C)cc3C(=O)N([C@H](C)CO)C[C@H]2C)cc1 | 0.1 | -1 | / | / | 4 | -5 | 7 | /
COc1ccc(CN(C)C[C@@H]2OCCCC[C@@H](C)Oc3ccc(NC(=O)NC(C)C)cc3C(=O)N([C@H](C)CO)C[C@H]2C)cc1 | 0.1 | -2 | / | 0.1 | 25 | -4 | 2 | -2
N#Cc1ccc(/C=C/C(=O)c2cccnc2)cc1 | 0.3 | -2 | 1 | 1.0 | -17 | -4 | -6 | 0
CC(=O)Nc1ccc(OS(=O)(=O)c2ccc([N+](=O)[O-])cc2)cc1 | 0.0 | / | 5 | -0.3 | -8 | / | -12 | 8
C[C@@H](O)C#Cc1cnc2c(c1)C(=O)N([C@@H](C)CO)C[C@H](C)[C@@H](CN(C)C(=O)Nc1ccc(F)cc1)O2 | -1.1 | -1 | -29 | 0.4 | 6 | 6 | -5 | 1
CCC(CC)c1nnc(NC(=O)C2=NNC(=O)CC2)s1 | 0.4 | / | -2 | / | -11 | / | 1 | 10
Cc1ccc2nc3c(cc(C(=O)NCC4CCCO4)c(=N)n3CCCOC(C)C)c(=O)n2c1 (stereo not given) | / | 6 | -13 | / | / | 30 | / | 25
COc1cc(/C=C2/SC(=O)NC2=O)ccc1Oc1ccc([N+](=O)[O-])cc1[N+](=O)[O-] | 0.0 | / | -13 | -0.3 | -40 | / | 7 | 3
COc1ccc(S(=O)(=O)N2CCOCC2)cc1C(=O)NCC(c1ccccc1)c1ccccc1 | -0.1 | -2 | -7 | 0.6 | -6 | -10 | 15 | -2
CCC1CCCCN1C(=O)COc1c(Br)cc(Br)c2cccnc12 (stereo not given) | 0.3 | / | -15 | 2.5 | -22 | / | 14 | 3
COc1ccc(CC(=O)N(C)Cc2ccc(OC(F)F)cc2)cc1S(=O)(=O)N1CCOCC1 | 0.0 | 1 | 0 | / | -1 | 2 | 5 | -2

High-throughput results deposited in PubChem by Broad Institute.
